# aSyn yeast inh: inhibitors of alpha-synuclein toxicity in yeast; Yeast expressing alpha-synuclein, growth rescue, BacTiter-Glo, 24 h; Potency, µM (highest dose often 46.1 µM), without a hit: at the top dose growth rescue (activation), hits mostly activators; 370,000 compounds, 0.14% hits; further: potency means the concentration at half of the fitted maximal effect; % of control where 0% means no effect; nearly all actives have a fitted effect of over 65% in size
#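 Screening used galactose-induced yeast with toxic alpha-synuclein levels, exposed to compound for 24 hr at 30 deg C. Cell growth, read with BacTiter-Glo luminescence, gave the measured signal.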
# HEK293 tox: cytotoxicity in counter-screen for GLP-1R inverse agonists; HEK293 cAMP-luciferase reporter cells, luminescence, 24 h; Potency, µM (titrated, usually from 38.3 µM), for inactives: at the top dose activity change, negative = inhibition, hits mostly inhibitors; 410,000 compounds, 0.13% hits; AID 624418;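 further: loss of luciferase light is scored as toxicity; potency means the concentration at half of the fitted maximal effect; on the % scale 0 is the no-effect control and ±100 the full control effect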
#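 MLSMR compounds, 24 hr on cells at 37 deg C/5% CO2; luminescence after luciferase reagent (12 min RT). Inhibition counted as the undesired cytotoxic outcome.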
# TDP43 rescue: TDP-43 toxicity inhibition in yeast | TDP-43 expressing yeast growth rescue, BacTiter-Glo, 24 h | Potency, µM (titrated, usually from 46.1 µM), for the others: at the highest dose growth rescue (activation), hits mostly activators | 410,000 compounds, 1.8% hits; further: potency means the concentration at half of the fitted maximal effect; % of control where 0% means no effect; nearly all actives have a fitted effect of over 50% in size
#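 Growth rescue of TDP-43-toxic yeast measured as ATP luminescence (BacTiter-Glo). Cells grown to mid-log in raffinose, induced in galactose at OD600=0.02, exposed to compound 24 hr at 30 deg C.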
# FUS yeast rescue: FUS proteinopathy suppression in yeast; S. cerevisiae FUS-expressing, growth rescue, OD600, 24 h; Potency, µM (series often up to 76.6 µM), for the others: at the highest dose growth rescue (activation), most hits filed as activators; 390,000 compounds, 0.24% hits; AID 1347120;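 further: potency means the concentration at half of the fitted maximal effect; plate controls were DMSO vehicle for no effect and reference control for full effect; nearly all actives have a fitted effect of over 55% in size; some results filed as inactive show a strong effect at the top dose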
#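 Read-out: OD at 600 nm after 24hr at 30C, reporting rescue of FUS-induced yeast toxicity. Cells at OD 0.005 in galactose (2%) minimal medium; compounds tested in a dilution series; CP55940 titration from 92uM final as control.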
# Akt phos inh: Akt phosphorylation inhibition; activity change, % for hits at 50 µM; Neuro2A IGF-stimulated pAkt S473 HTRF, 20 min; hits give low values; AID 651550; 360,000 compounds, 0.32% hits; in the data active means activity change below about -80%; inconclusive means mostly about -51% to -80%; further: on the % scale 0 is the no-effect control and ±100 the full control effect
#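 Single-point screen (50 µM final compound) in Neuro2A cells stimulated 20 min with 6 nM IGF at 37 deg C. After lysis, Ser473-phosphorylated Akt read by HTRF (ex 330 nm, em 615/665 nm) as the 665/615 ratio.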
# Mm-Cpn inhibitor: M. maripaludis TRiC chaperonin inhibition; 330,000 compounds, 0.031% hits; Potency, µM (highest dose often 76.9 µM), inactives show at the top dose activity, negative = inhibition, hits mostly inhibitors; purified Mm-Cpn ATPase, ADP Transcreener TR-FRET; further: potency means the concentration at half of the fitted maximal effect; on the % scale 0 is the no-effect control and ±100 the full control effect; nearly all actives have a fitted effect of over 80% in size
#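 Compound-treated chaperonin, 25 nM final, turns over 10 uM ATP at 37°C for 30 min following a 10 min preincubation; ADP generated competes with ADP-d2 for Eu-cryptate antibody, lowering FRET.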
# GLP-1R inv ag: GLP-1 receptor (human) inverse agonism; Potency, µM (titrated, usually from 38.3 µM), for the others: at the highest dose activity change, negative = inhibition, most hits filed as inhibitors; P43220; HEK293 GLP-1R CRE-luciferase, luminescence, 24 h; GLP-1R form is constitutively active; 410,000 compounds, 1.6% hits; further: potency means the concentration at half of the fitted maximal effect; on the % scale 0 is the no-effect control and ±100 the full control effect; nearly all actives have a fitted effect of over 55% in size
# Target sequence (P43220 whole entry, looked up): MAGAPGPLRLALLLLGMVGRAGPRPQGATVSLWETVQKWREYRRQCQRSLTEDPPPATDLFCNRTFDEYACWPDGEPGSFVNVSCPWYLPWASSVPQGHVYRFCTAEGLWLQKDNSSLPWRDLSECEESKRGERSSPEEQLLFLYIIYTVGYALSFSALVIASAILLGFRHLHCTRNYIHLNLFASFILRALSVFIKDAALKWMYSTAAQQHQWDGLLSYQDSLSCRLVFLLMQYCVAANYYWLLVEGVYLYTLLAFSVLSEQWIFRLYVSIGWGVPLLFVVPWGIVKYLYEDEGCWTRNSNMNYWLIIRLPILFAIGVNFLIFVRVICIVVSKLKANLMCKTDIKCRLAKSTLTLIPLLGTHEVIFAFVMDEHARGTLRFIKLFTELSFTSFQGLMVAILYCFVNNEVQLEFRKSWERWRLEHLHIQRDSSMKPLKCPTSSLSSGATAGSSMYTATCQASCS
#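 HEK293 cells stably co-expressing a cAMP-responsive luciferase reporter and constitutively active GLP-1R were seeded, incubated 12 h, then exposed to compounds for 24 h at 37 C. Luminescence was read 12 min after detection reagent; inverse agonists lower signal.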
# Abeta yeast res: restores growth of yeast expressing A-beta42 peptide; yeast expressing A-beta42, growth rescue, OD600, 48 h; response scale: 0% DMSO, 100% iron-clioquinol control; Potency, µM (top dose mostly 46.1 µM), for the others: at the highest dose growth rescue, actives largely listed as activators; 410,000 compounds, 0.063% hits; AID 1347071; further: potency means the concentration at half of the fitted maximal effect; nearly all actives have a fitted effect of over 55% in size
#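 Growth rescue measured by 600 nm absorbance after 48 h yeast culture at 30 C with compound. Values normalized between DMSO and an equimolar ferric chloride plus clioquinol control.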
# PTHR1 agonist: PTHR1 (human) receptor agonism; HEK293 GP2 PTHR1 cells, GloSensor cAMP luminescence, 1 h; Potency, µM (highest dose often 115 µM), for the others: top-dose activation, usual class: activators; 410,000 compounds, 0.075% hits; further: potency means the concentration at half of the fitted maximal effect; nearly all actives have a fitted effect of over 55% in size; some results filed as inactive show a strong effect at the top dose; inactives centre near -15; many of its hits are not listed in these tables
# Target sequence (Q03431 whole entry, looked up): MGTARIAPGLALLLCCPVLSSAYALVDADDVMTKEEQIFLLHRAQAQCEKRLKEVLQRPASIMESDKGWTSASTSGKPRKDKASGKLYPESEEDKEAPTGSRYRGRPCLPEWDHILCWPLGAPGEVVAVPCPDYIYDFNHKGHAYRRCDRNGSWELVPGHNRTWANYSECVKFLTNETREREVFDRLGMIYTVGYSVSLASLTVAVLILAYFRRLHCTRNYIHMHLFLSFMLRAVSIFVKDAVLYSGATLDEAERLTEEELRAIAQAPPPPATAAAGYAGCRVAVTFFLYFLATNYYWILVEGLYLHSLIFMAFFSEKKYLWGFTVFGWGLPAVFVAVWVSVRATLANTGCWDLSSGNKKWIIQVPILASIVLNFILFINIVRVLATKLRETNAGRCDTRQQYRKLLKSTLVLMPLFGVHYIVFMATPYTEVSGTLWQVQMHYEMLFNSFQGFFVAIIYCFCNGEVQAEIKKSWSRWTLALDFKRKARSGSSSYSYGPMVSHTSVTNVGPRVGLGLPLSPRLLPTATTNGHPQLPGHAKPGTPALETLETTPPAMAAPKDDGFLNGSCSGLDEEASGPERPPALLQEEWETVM
#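 HEK-293-derived GP2 cells expressing PTHR1 and a GloSensor cAMP reporter, 3,000/well, plated overnight, given luciferin plus IBMX (each 0.5 mM as added) for 1 h at 37 °C, then compound for 1 h at 37 °C. Luminescence was read after 15 min at room temperature.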
# Active calls of the source: *; i = inactive; ? = inconclusive; . = no result given; [ ] = another dose, or the depositor's remark. Unless noted, the call rests on the fitted dose curve; in most records, active means well fitted curve in the direction sought with a large enough effect; inconclusive means small, poorly fitted or top-dose-only effect, or another doubt; inactive means no such curve, though single readings can be large; an effect the other way counts as inactive or inconclusive.
# Preview:
no. | structure | aSyn yeast inh | HEK293 tox | TDP43 rescue | FUS yeast rescue | Akt phos inh | Mm-Cpn inhibitor | GLP-1R inv ag | Abeta yeast res | PTHR1 agonist
1 | CCOc1ccccc1/C=N/Nc1nc2c(N)ncnc2n1[C@H]1O[C@@H](CO)[C@H](O)[C@@H]1O | 0% | 8% | 26% | -2% | i | -4% | 42%[activator] | 22% | i
2 | CCCCOc1ccc(CNC(=O)c2cccc(NC(=O)N3CCSc4ncccc43)c2)cc1 | . | -9% | 10% | 39% | . | . | ? | 13% | -27%

# Results, from the first entry:
no. | structure | aSyn yeast inh | HEK293 tox | TDP43 rescue | FUS yeast rescue | Akt phos inh | Mm-Cpn inhibitor | GLP-1R inv ag | Abeta yeast res | PTHR1 agonist
1 | CCOc1ccccc1/C=N/Nc1nc2c(N)ncnc2n1[C@H]1O[C@@H](CO)[C@H](O)[C@@H]1O | 0% | 8% | 26% | -2% | i | -4% | 42%[activator] | 22% | i
2 | CCCCOc1ccc(CNC(=O)c2cccc(NC(=O)N3CCSc4ncccc43)c2)cc1 | . | -9% | 10% | 39% | . | . | ? | 13% | -27%
3 | CCN1C(=O)/C(=C\N2CCN(c3ccccc3)CC2)SC1=S | -6% | -15% | -9% | 6% | i | 1% | 40%[activator] | -12% | -9%[57.5 µM]
4 | COc1ccc(S(=O)(=O)c2c(SC)nn(Cc3ccccc3C)c2NC(C)=O)cc1 | . | 5% | 12% | 8% | . | . | ? | -2% | i
5 | Cc1ccc(N2C(=O)CC(N3CCN(c4ccccn4)CC3)C2=O)cc1 (stereo unspecified) | 1% | -1% | 3% | -4% | i | 0% | 19% | 12% | -24%
6 | COc1ccc(C2CC(c3cccs3)=NN2C(=O)CCC(=O)O)cc1OC (stereo unspecified) | 6% | -6% | -6% | 17% | i | -1% | 15% | -9% | i
7 | Cc1ccc(NC(=O)CN(c2ccc3c(c2)OCO3)S(=O)(=O)c2c(C)n[nH]c2C)cc1 | -7% | -24% | 15% | -2% | i | 3% | -27% | 18% | -9%
8 | C=C(Br)Cn1c(CCC)nc2ccccc21 | 5% | 6% | -7% | 8% | i | -2% | 3.5µM* | 12% | -16%[57.5 µM]
9 | O=C(COC(=O)C1CC2C=CC1C2)Nc1cccc(S(=O)(=O)N2CCCCC2)c1 (stereo unspecified) | 2% | 12% | 11% | 21% | i | -4% | ? | 2% | -38%[inhibitor]
10 | O=C(NC1CCCCCC1)c1ccc2c(c1)sc1nc(-c3ccc(F)cc3)cn12 | . | -1% | -23% | 2% | . | . | 19% | -7% | ?
11 | NS(=O)(=O)c1ccc(CCNC(=O)c2ccc([N+](=O)[O-])cc2[N+](=O)[O-])cc1 | -1% | -3% | -4% | 8% | i | 0% | 20% | -13% | 5%
12 | CC1CC1C(=O)OCC(=O)Nc1ccc2[nH]c(=O)[nH]c2c1 (stereo unspecified) | 0% | 2% | -7% | 26% | i | 1% | 32%[activator] | -21% | i
13 | CCOc1ccc(C(=O)Nc2ccccc2CC)cc1[N+](=O)[O-] | -2% | -2% | 28µM* | 2% | i | 0% | 16% | ? | i
14 | CCOC(=O)C1(C)CCCCN1C(=O)c1ccoc1 (stereo unspecified) | 1% | 2% | 8% | -20% | i | . | 5% | -10% | -25%
15 | COc1ccc(C2=NS(=O)(=O)N(C)C(C(=O)N3CCOCC3)=C2)cc1OC | -2% | -12% | -2% | -19% | i | 1% | -9% | 2% | -18%
16 | Cc1ccc(C(=O)Nc2c(N)nc(SCC(=O)Nc3cc(C)on3)[nH]c2=O)cc1 | -6% | 12% | 15% | -10% | i | 1% | -2% | 8% | i
17 | Cc1ccc(S(=O)(=O)N2CCCCC2)cc1NC(=O)COC(=O)Cc1ccc(Cl)cc1 | -2% | 14% | -13% | 10% | i | -3% | -13% | 10% | -11%
18 | O=C(O)CCCCCn1c(SCC(=O)Nc2ccc(F)cc2)nc2ccsc2c1=O | -6% | 12% | -7%[1.82 µM] | 3% | i | 1% | 23% | 0% | 21%
19 | COc1ccc(Cl)cc1NC(=O)Cn1c(=O)n(Cc2ccc(F)cc2)c(=O)c2cccnc21 | . | -6% | 11% | 22% | . | . | -19% | -14% | -2%
20 | Cn1cc(S(=O)(=O)N2CCN(C(=O)c3ccco3)CC2)c(=O)n(C)c1=O | -1% | 0% | 18% | -13% | i | -1% | 8% | -3% | -3%
21 | O=C(COc1ccc2ccccc2c1)N1c2ccccc2Sc2ccccc21 | 5% | 7% | -19% | ? | i | ? | ? | -13% | -21%[57.5 µM]
22 | Cc1ccccc1CC(=O)Nc1sc(C(C)C)cc1C(=O)N1CCOCC1 | 5% | 0% | 11% | 14% | i | 1% | ? | 20% | -5%
23 | COc1nc(-c2ccccc2)nc(-c2ccccc2)c1C | -30%[inhibitor] | -10% | 2% | 13% | i | . | ? | 6% | -7%
24 | O=C(Oc1cc(-c2ccccc2)no1)c1ccc(Cl)cc1 | -6% | 1% | -20% | 1% | i | -6% | 11% | -7% | i
25 | COc1ccc(-n2nc(C(=O)Nc3ccc(C)cn3)c3c4ccccc4n(C)c3c2=O)cc1 | . | 2% | 23% | -15% | . | . | 4% | -2% | -21%
26 | CCCCCCNc1nc(Cl)nc(NC(C)(C)CO)n1 | 2% | -11% | -22% | 44% | i | -1% | ? | -21% | -24%
27 | CC(=O)c1ccc(N2CCN(C(=S)Nc3ccc(Cl)c(Cl)c3)CC2)cc1 | -13% | 4% | -5% | -15% | i | -6% | -29% | -6% | -26%
28 | Cc1ccc(NC(=O)CNNC(=O)c2cccc([N+](=O)[O-])c2)cc1[N+](=O)[O-] | -8% | -7% | -12% | 2% | i | 2% | -28% | -1% | -2%
29 | Clc1cccc(CSc2ccc(-c3cccnc3)nn2)c1 | ? | -6% | ? | 9% | i | -1% | 8% | 12% | i
30 | COc1ccc(-c2cc(C(=O)Nc3cc(OC)c(OC)c(OC)c3)no2)cc1OC | -6% | 10% | 4% | 6% | . | 2% | 29% | -8% | -13%[57.5 µM]
31 | CCN(C(=O)CN1C(=O)S/C(=C\c2cccc(OC)c2)C1=O)C1CCS(=O)(=O)C1 (stereo unspecified) | 2% | 1% | -14% | -13% | i | 0% | 10% | -2% | 11%
32 | O=C1CC(N(O)C2CC(=O)N(Cc3ccccc3)C2=O)C(=O)N1Cc1ccccc1 (stereo unspecified) | -40%[inhibitor] | 5% | ? | 42% | i | 0% | 1% | -63%[inhibitor] | i
33 | CC1(C)C=C2C(=NN(c3ccccc3)C(N)=C2C#N)CO1 | 0% | -4% | . | 13% | i | 0% | 9% | 14% | -17%
34 | CCOC(=O)c1ccccc1NC(=O)c1cc2ccccc2o1 | -6% | -6% | -16% | -17% | i | 0% | 9% | 1% | i
35 | Cc1ccc(N2CC(NC(=O)Cc3cccs3)CC2=O)cc1 (stereo unspecified) | . | 2% | 2% | 1% | . | . | 6% | -9% | -3%
36 | O=C(Nc1cc(=O)[nH]c2nc(-c3ccc(Cl)cc3)nn12)c1ccccc1 | -6% | 11% | -18% | -1% | i | 2% | 13% | -15% | i
37 | Cc1cccc(C(=O)O/N=C2\CCSc3ccc(C)cc32)c1 | -6% | -15% | -1% | 9% | i | 2% | 0% | 5% | i
38 | Cc1cc(OC(=O)Nc2ccccc2)ccc1Cl | 0% | -5% | 0% | -10% | i | . | 1% | 3% | -10%
39 | CC(C)(C)C(=O)Nc1cccc(C(=O)OCc2cc(=O)n3nc(C4CC4)sc3n2)c1 | . | -4% | 21% | 11% | . | . | -21% | -3% | -21%
40 | N#Cc1c(-c2ccccc2)cc(-c2ccc3c(c2)OCO3)[nH]c1=O | 2% | 4% | 0% | . | i | 4% | 6% | 13% | i

# An excerpt from above in order of the Mm-Cpn inhibitor value, smallest number first.
entry	structure	Mm-Cpn inhibitor
24	O=C(Oc1cc(-c2ccccc2)no1)c1ccc(Cl)cc1	-6%
33	CC1(C)C=C2C(=NN(c3ccccc3)C(N)=C2C#N)CO1	0%
28	Cc1ccc(NC(=O)CNNC(=O)c2cccc([N+](=O)[O-])c2)cc1[N+](=O)[O-]	2%

# Later entries
# Order of results – aSyn yeast inh	HEK293 tox	TDP43 rescue	FUS yeast rescue	Akt phos inh	Mm-Cpn inhibitor	GLP-1R inv ag	Abeta yeast res	PTHR1 agonist
41) Cn1c(CNC(=O)c2ccccc2F)nnc1SCC(=O)c1ccccc1
  3%	0%	-5%	.	i	1%	13%	4%	i
42) CC(=O)Nc1ccc(NC(=O)C2(C)Cc3c(-c4cccc(NC(C)=O)c4)ccnc3O2)cc1 (stereo unspecified)
  -2%	-6%	0%	0%	i	.	27%	2%	-24%
43) Cn1nc(C(F)(F)F)c(/C=N/OC(=O)c2ccccc2Cl)c1SCc1ccccc1Cl
  15%	-14%	-3%	9%	i	-3%	?	-10%	-6%
44) COc1ccccc1Nc1nc(-c2c(C)nc3ncccn23)cs1
  -16%	?	3%	16%	i	-2%	-13%	7%	-32%[inhibitor]
45) COc1ccccc1C(=O)Nc1ccc(OCc2cc(=O)n3ccc(C)cc3n2)cc1
  .	-1%	7%	-18%	.	.	7%	-4%	-9%
46) COc1ccc(C(=O)NCC(=O)OCC(=O)c2c(C)[nH]c3ccccc23)cc1OC
  -2%	2%	22%	-9%	i	1%	12%	-5%	-11%
47) Cc1ccc(OC(C)C(=O)OCC(=O)Nc2sccc2C(N)=O)cc1 (stereo unspecified)
  -14%	-11%	-12%	.	i	2%	4%	-23%	-37%[inhibitor]
48) COc1cccc(C(C)(O)c2nc(-c3ccc(OC)c(OC)c3)cs2)c1 (stereo unspecified)
  5%	2%	?	27%	i	.	21%	-9%	-5%

# The list is partial; count on the stated rates, not on these rows.
